Source: PubChem (several laboratories)
KLK7 zymogen act: activators of human kallikrein-7 zymogen; P49862; purified proKLK7, EDANS-DABCYL substrate fluorescence; 100% is mature enzyme control, 0% vehicle; activation, % at 7 µM; 370,000 compounds, 0.9% hits; AID 652039;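 active = activation above the mean of all tested compounds plus 3 SD, computed per campaign excluding outliers beyond control limits, cut at about 13% in these data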
Tn6 DDE FP: inhibitors of Tn6 peptide binding to human fibrin DD(E) | inhibition, % at 8.3 µM | AID 720509 | Fibrin DD(E) TRITC-Tn6 fluorescence polarization displacement | P02675 | 370,000 compounds, 0.21% hits;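 active = inhibition above a per-campaign cutoff: mean of compounds within control limits plus 3 SD, cut at about 15% in these data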;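 also: 0% = median of all compound wells on the plate and 100% = blocking peptide control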
sPLA2-III inh: Blocks human group III sPLA2 activity | QFRET BODIPY PC-A2 liposome hydrolysis, fluorescence | inhibition, % at 12.2 µM | 370,000 compounds, 0.56% hits | AID 743126;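 active = inhibition above mean plus 3 SD of compounds lying within the high and low control bounds, cut at about 19% in these data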;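 also: 0% = median of test compound wells and 100% = no enzyme DMSO wells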
Target sequence (Q9NZ20 whole entry, looked up): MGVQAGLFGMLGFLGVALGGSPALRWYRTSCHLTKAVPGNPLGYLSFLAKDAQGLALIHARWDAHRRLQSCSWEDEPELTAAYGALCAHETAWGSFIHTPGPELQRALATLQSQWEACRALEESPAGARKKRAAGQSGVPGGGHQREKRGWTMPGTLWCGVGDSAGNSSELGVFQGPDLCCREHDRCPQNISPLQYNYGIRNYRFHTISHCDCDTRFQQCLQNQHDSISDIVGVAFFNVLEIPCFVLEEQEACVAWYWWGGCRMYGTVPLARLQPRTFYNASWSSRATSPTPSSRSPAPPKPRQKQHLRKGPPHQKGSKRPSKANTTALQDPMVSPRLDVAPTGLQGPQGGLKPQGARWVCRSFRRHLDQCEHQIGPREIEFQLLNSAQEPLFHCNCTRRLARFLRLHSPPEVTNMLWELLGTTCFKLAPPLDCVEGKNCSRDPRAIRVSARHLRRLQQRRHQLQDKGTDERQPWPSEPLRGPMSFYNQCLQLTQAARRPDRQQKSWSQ
NPR1 activator: GC-A (human) enzyme activation; HEK293 GC-A cells, cGMP TR-FRET, EC30 ANP; 0% at EC30 ANP, 100% saturating ANP; activation, % at 10 µM; 370,000 compounds, 0.14% hits; AID 1671463; in the data active = activation above about 40%
ASAP1 GAP inh: inhibitors of human ASAP1 ArfGAP activity | ASAP1-stimulated ARF1 GTP hydrolysis, GDP FP detection | inhibition, % at 16.5 µM | 360,000 compounds, 0.19% hits; in the data active = inhibition above about 25%;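 also: 0% = vehicle with enzyme and substrate and 100% = no enzyme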
Target sequence (Q9ULH1 325-724 limits assumed): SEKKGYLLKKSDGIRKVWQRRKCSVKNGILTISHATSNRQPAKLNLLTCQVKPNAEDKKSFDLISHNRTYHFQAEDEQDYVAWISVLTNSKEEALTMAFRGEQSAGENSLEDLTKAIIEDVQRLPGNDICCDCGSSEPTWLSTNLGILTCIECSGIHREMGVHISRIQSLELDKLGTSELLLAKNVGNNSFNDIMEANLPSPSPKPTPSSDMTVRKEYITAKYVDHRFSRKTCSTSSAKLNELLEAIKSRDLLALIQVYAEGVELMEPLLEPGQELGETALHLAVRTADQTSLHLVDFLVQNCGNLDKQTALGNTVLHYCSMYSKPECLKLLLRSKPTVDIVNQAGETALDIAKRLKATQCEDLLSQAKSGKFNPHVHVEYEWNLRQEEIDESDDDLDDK
ARFGAP1 inh: rat ARFGAP1 inhibition; Q62848; Arfgap1-stimulated ARF1 GTP hydrolysis, GDP FP detection; inhibition, % at 16.5 µM; 360,000 compounds, 0.26% hits; AID 651572;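 active = inhibition above a per-plate limit, mean inhibition of low control wells plus 3 SD, cut at about 25% in these data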;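 also: 0% = DMSO wells with enzyme and 100% = wells lacking Arfgap1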
Target sequence (Q62848 1-136 limits assumed): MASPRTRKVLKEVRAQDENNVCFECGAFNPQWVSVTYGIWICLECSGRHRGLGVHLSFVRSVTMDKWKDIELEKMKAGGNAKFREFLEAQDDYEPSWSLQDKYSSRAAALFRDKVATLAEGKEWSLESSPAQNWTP
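Material: rat Arfgap1 catalytic domain, aa 1-136; also added: human ARF1(Δ1-17)-GTP substrate; compound dosing: one concentration, 16.5 µM, DMSO 1.26%; incubation: GTP hydrolysis reaction 2 h at 25 °C; measured by: Tracer-displacement fluorescence polarization with EDTA stop, 620/688 nm; evaluation: % inhibition from polarization; repeats: one replicate per compound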
rCAG RNA binder: molecules binding r(CAG) RNA repeats; AID 651821; 370,000 compounds, 1.3% hits; inhibition, % at 3 µM; r(CAG) RNA repeat, TO-PRO-1 dye displacement fluorescence;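 active = inhibition above the plate cutoff, the mean of all test compounds on that plate plus 3 SD, cut at about 35% in these data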;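 also: 0% = DMSO alone and 100% = 100 µM mitoxantrone as full dye displacement; higher means more dye released from RNA so lower well fluorescence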
ADAM10 inh: ADAM10 inhibition, QFRET primary screen; O14672; recombinant ADAM10, EDANS/DABCYL FRET peptide cleavage, 3 h; 370,000 compounds, 0.62% hits; inhibition, % at 7 µM;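 active = inhibition above a per-campaign cutoff equal to the mean of compounds falling between control-based bounds plus 3 SD, cut at about 20% in these data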;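 also: 0% = DMSO wells while the 100% control is not disclosed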
NPR2 activator: GC-B (human) receptor activation. P20594. HEK293-GC-B cells, CNP EC30, cGMP TR-FRET; 0% at EC30 CNP, 100% saturating CNP. activation, % at 10 µM. 370,000 compounds, 0.11% hits. AID 1920062;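 active = activation at 10 µM reaching about 35% in either raw or pattern-adjusted values, limit read from the data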
FXN GAA850 act: frataxin GAA850 promoter activation; HEK293 lucGAA850 FXN promoter luciferase reporter, 24 h; percent of 10 µM SAHA response; activation, % at 6 µM; 360,000 compounds, 0.56% hits; AID 540364;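 active = activation above the average of all compounds screened plus 3 SD, cutoff fixed separately per campaign, cut at about 7.5% in these data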;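 also: 0% = DMSO wells and 100% = 10 µM SAHA wells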
Starred values were filed as active, the others as inactive; / = no result given.

SMILES | KLK7 zymogen act | Tn6 DDE FP | sPLA2-III inh | NPR1 activator | ASAP1 GAP inh | ARFGAP1 inh | rCAG RNA binder | ADAM10 inh | NPR2 activator | FXN GAA850 act
CSCCNC(=O)C1(C)CCN1C(=O)C/C=C/c1ccccc1 (configuration not stated) | -0.2 | -2 | 7 | -1 | 11 | 8 | 1 | -8 | -6 | -0.3
COCC(C)NCc1cccc([N+](=O)[O-])c1 (configuration not stated) | -0.1 | -9 | -5 | 3 | 7 | 2 | 0 | 3 | 3 | 0.8
COc1ccc(N(CC(=O)Nc2cccc(N(C)S(C)(=O)=O)c2)S(=O)(=O)c2ccc(F)cc2)cc1 | 0.3 | 3 | -27 | -6 | 12 | 10 | 13 | 6 | -3 | -3.9
Cc1ccc(CNC(=O)CNS(=O)(=O)c2ccc(Br)s2)cc1 | 0.3 | 9 | -25 | 5 | -15 | 2 | 0 | -5 | 5 | 0.9
COc1cccc(C(=O)COc2cccc(NC(=O)c3cccc([N+](=O)[O-])c3)c2)c1 | -0.2 | -6 | -38 | 13 | 12 | 13 | 6 | 5 | -5 | -3.0
Cc1ccc(S(=O)(=O)c2ccc(Cl)cc2)cc1S(=O)(=O)N(C)CC(=O)O | -0.1 | 1 | 4 | 1 | 3 | -8 | 4 | 13 | 4 | 3.3
CCN(CC)C(=O)CC[C@@H]1CC[C@]2(CCCN(C(=O)C3CCCCC3)C2)O1 | -0.1 | -1 | 2 | 2 | / | / | -2 | 3 | -2 | /
Cn1c(Cl)c(/C=N/OC(=O)C2CC2)c2ccccc21 | 0.1 | 2 | 0 | 0 | 3 | -1 | 0 | -12 | -10 | 2.1
COCc1cc(C)nc(OCC(=O)N/N=C/c2ccco2)c1C#N | 0.2 | 2 | 14 | 5 | -12 | 0 | 3 | -200 | 3 | -0.2
Cc1cc(C)nc(CCNC(=O)c2cc(COc3ccc(F)cc3Cl)on2)n1 | 0.2 | 0 | -5 | 18 | -7 | -6 | -6 | -1 | 2 | 4.3
CCOC(=O)N1CCN(c2nc(C)c3c(n2)CC(C)CC3=O)CC1 (configuration not stated) | 0.3 | 0 | 0 | -1 | -7 | 3 | -6 | -6 | -4 | 4.7
COc1ccc(C(O)P(=O)(OCC(C)C)OCC(C)C)c(OC)c1 (configuration not stated) | -0.7 | -7 | 2 | -11 | 6 | 12 | -6 | -6 | -8 | 0.0

Compound profiles, as listed above.
`COCC(C)NCc1cccc([N+](=O)[O-])c1` (configuration not stated) is entered as KLK7 zymogen act: -0.1; Tn6 DDE FP: -9; sPLA2-III inh: -5; NPR1 activator: 3; ASAP1 GAP inh: 7; ARFGAP1 inh: 2; rCAG RNA binder: 0; ADAM10 inh: 3; NPR2 activator: 3; FXN GAA850 act: 0.8
`CCOC(=O)N1CCN(c2nc(C)c3c(n2)CC(C)CC3=O)CC1` (configuration not stated) is entered as KLK7 zymogen act: 0.3; Tn6 DDE FP: 0; sPLA2-III inh: 0; NPR1 activator: -1; ASAP1 GAP inh: -7; ARFGAP1 inh: 3; rCAG RNA binder: -6; ADAM10 inh: -6; NPR2 activator: -4; FXN GAA850 act: 4.7
`CSCCNC(=O)C1(C)CCN1C(=O)C/C=C/c1ccccc1` (configuration not stated) is entered as KLK7 zymogen act: -0.2; Tn6 DDE FP: -2; sPLA2-III inh: 7; NPR1 activator: -1; ASAP1 GAP inh: 11; ARFGAP1 inh: 8; rCAG RNA binder: 1; ADAM10 inh: -8; NPR2 activator: -6; FXN GAA850 act: -0.3

(next part)
SMILES | KLK7 zymogen act | Tn6 DDE FP | sPLA2-III inh | NPR1 activator | ASAP1 GAP inh | ARFGAP1 inh | rCAG RNA binder | ADAM10 inh | NPR2 activator | FXN GAA850 act
O=C(/C=C/c1cccc(Br)c1)Nc1nn[nH]n1 | -0.3 | -2 | 3 | 2 | -6 | -6 | 0 | -5 | 1 | /
CCOC(=O)c1sc(NC(=O)Nc2ccc(Cl)cc2)nc1C | 0.2 | 0 | 6 | -7 | -4 | 9 | 36* | -13 | -10 | 3.3
CCN(CC)c1ccc(CN2CCCCCC2)cc1 | 0.4 | 4 | 6 | -2 | -7 | -2 | 4 | 4 | -6 | -1.8
COc1ccc(N2CCN(C(=O)COC(=O)c3ccc(C)o3)CC2)cc1 | 0.0 | 6 | 2 | -1 | 2 | -6 | -5 | -5 | -1 | 0.2
CC(=O)Nc1cccc(NC(=O)CSc2nccn2Cc2ccccc2)c1 | -0.2 | -1 | -3 | 2 | -4 | 1 | 1 | -2 | 6 | -0.7
COC(=O)C(C)n1cnc2c(nnn2-c2cccc(Cl)c2)c1=O (configuration not stated) | 0.5 | 3 | 6 | -1 | 9 | -9 | 0 | -7 | -3 | 1.0
CC(=O)c1sc(NC(=O)c2ccccc2F)nc1C | -0.5 | 1 | 11 | 2 | -6 | -5 | 3 | -9 | 1 | 0.0
C=CCn1c(SCC(=O)c2ccc(CNC(C)=O)o2)nc2scc(C3CC3)c2c1=O | -0.1 | 3 | -29 | 3 | 10 | 15 | 21 | 3 | 6 | 5.6
CCN(CC(=O)NCc1ccccn1)S(=O)(=O)c1cc(Cl)ccc1Cl | 0.1 | -1 | 1 | 1 | -1 | 6 | -6 | -8 | 7 | 1.6
CC1(C(=O)NS(=O)(=O)c2ccccc2OC(F)(F)F)CCN1C(=O)c1ccccc1 (configuration not stated) | -0.7 | 3 | 9 | -1 | -16 | 9 | 1 | -5 | -4 | 1.2
COc1cccc(N2CC(O)=C(c3ccccc3)C2=N)c1 | 0.0 | -3 | 8 | -2 | 1 | 2 | 2 | -3 | -4 | -2.8
CC(CNc1ccc([N+](=O)[O-])c2cccnc12)Nc1c([N+](=O)[O-])cc(C(F)(F)F)cc1[N+](=O)[O-] (configuration not stated) | -0.3 | -1 | 3 | -4 | 8 | 1 | 4 | 0 | 1 | -2.6
COCC(=O)N1CCC(Oc2ccc(C(=O)NC(C)c3csc(C)n3)cc2)CC1 (configuration not stated) | 0.1 | 6 | 3 | 4 | 4 | -4 | -5 | -9 | -1 | -1.2
O=C(NC1CCCC1)C(c1ccncc1)N(C(=O)c1csnn1)c1ccc(F)cc1 (configuration not stated) | -0.5 | 1 | -1 | 5 | -14 | -2 | 2 | 0 | -3 | 1.3
O=C(NCc1ccncc1)C(=O)Nc1nc(C23CC4CC(CC(C4)C2)C3)cs1 | 0.1 | -5 | -21 | -2 | -7 | 8 | 2 | 8 | 4 | -1.1
Cn1c(SCC(=O)Nc2ccc(Br)cc2)nc(O)cc1=O | 0.1 | -2 | -2 | 2 | 9 | -6 | 13 | -3 | -2 | 0.3
CC(C)(C)c1ccc(C(=O)NNC(=O)Cc2cccc3ccccc23)cc1 | -0.7 | -7 | -32 | 1 | 10 | -3 | 2 | 8 | 0 | -0.5
COc1ccc(OC)c(/C=N\NC(=O)CSc2nnc(CCCc3ccc(OC)c(C)c3)o2)c1 | -3.9 | -2 | -9 | -15 | 6 | 1 | 4 | -18 | -13 | 0.0
Cc1ccsc1/C=N/Nc1nc(Cl)c(Cl)cc1Cl | -2.4 | -3 | 4 | -2 | 10 | 1 | 4 | -51 | -2 | 5.8
CC1(C)Cc2cccc(OCC(=O)NCc3ccccc3F)c2O1 | -0.2 | 5 | 3 | 1 | -6 | -8 | 0 | -5 | 5 | 1.1
CC(=O)N1CCN(c2nnnn2-c2ccccc2)CC1 | 0.1 | 1 | -2 | -11 | -8 | -3 | -1 | -9 | -10 | -1.7
COC(=O)C1=C(C)N(Cc2ccccc2)C(=S)NC1c1ccc(-c2ccccc2)cc1 (configuration not stated) | 0.1 | 0 | -10 | -1 | -11 | -2 | 4 | 10 | -2 | /
O=C(Nc1ccc(F)cc1)C1CCCN(S(=O)(=O)c2ccc(-n3cnnn3)cc2)C1 (configuration not stated) | -1.1 | 3 | -2 | -2 | 9 | -4 | -2 | 3 | 4 | 0.3
Cc1coc(C)c1C(=O)CC1(O)C(=O)N(C)c2ccc(Cl)cc21 (configuration not stated) | -0.4 | -6 | 1 | -11 | 12 | 9 | 6 | -2 | -3 | -0.8
CCOc1ccc(S(=O)(=O)N2CCC(C(=O)N3CCOCC3)CC2)cc1Cl | -0.3 | -9 | 1 | -3 | -1 | 5 | 4 | 8 | 0 | 0.8
CCn1cc(CNC(=O)c2ccc(Cl)c([N+](=O)[O-])c2)c(C)n1 | 0.0 | -4 | -5 | -4 | 2 | -2 | 0 | -3 | 4 | 0.9
Cc1ccc(-n2ccc(=O)c(C(=O)O)n2)cc1 | -0.1 | -1 | -2 | 6 | 5 | -8 | -2 | 0 | -2 | -0.3
CCC(Sc1nc2ccccc2o1)C(=O)O (configuration not stated) | 0.0 | -12 | 17 | 2 | 11 | 17 | 5 | -15 | 0 | -0.5
CCOC(=O)C(CC(=O)O)NCc1ccco1 (configuration not stated) | 0.2 | -2 | 0 | 1 | 0 | 4 | -1 | 4 | 1 | 0.6
Nc1nnnn1/N=C/c1ccccc1Cl | 0.7 | -4 | -7 | 0 | 2 | 2 | 0 | 0 | 2 | 1.6
Cc1nn(CC(=O)Nc2ccc3c(c2)nc2n3CCOC2)c(=O)c2ccccc12 | -0.4 | -5 | 8 | 2 | 1 | 4 | 3 | -9 | 2 | -0.3
CCCS(=O)(=O)NC(=O)C1(C)CCN(C(=O)c2cc(-c3cccs3)oc2C)C1 (configuration not stated) | -2.2 | -1 | 1 | 2 | -2 | 3 | 9 | -43 | 1 | 2.1
O=C(NCCN1CCOCC1)C(=O)NCC1OCCCN1S(=O)(=O)c1cc(F)ccc1F (configuration not stated) | -0.6 | 8 | 0 | 3 | -8 | -7 | -1 | 2 | 4 | 0.4
COc1ccc(Cl)cc1NC(=O)CN(C)CC(=O)Nc1ccc(Br)cc1 | -0.1 | -1 | -14 | -15 | 11 | 7 | -2 | 2 | -8 | 1.0
CCSc1nnc(NC(=O)[C@@H](NC(=O)c2ccc(C(C)(C)C)cc2)C(C)C)s1 | -1.6 | 3 | -13 | -1 | -11 | -1 | 6 | -2 | -3 | 2.9
CCOC(=O)C1CCCN(C(=O)c2ccc3nc(-c4cccc(OC)c4)oc3c2)C1 (configuration not stated) | 0.2 | -2 | -10 | 2 | 12 | 3 | -10 | 2 | -6 | -1.8
Cc1ccccc1C(=O)N1CCN(c2nc(N3CCOCC3)nc(N3CCOCC3)n2)CC1 | 0.3 | -7 | 2 | -2 | -3 | 3 | -6 | -3 | 4 | 0.2
CC(C)CNC(=O)C(=O)NCCC1CCCCN1S(=O)(=O)c1cccs1 (configuration not stated) | -0.6 | 0 | 2 | 2 | -6 | 20 | -9 | -4 | 3 | 2.9
O=C(C[C@@H]1C/C=C/CC[C@H](Cc2ccc(F)cc2)C(=O)OC[C@@H](Cc2ccccc2)NC1=O)N[C@H](CO)Cc1ccccc1 | 0.9 | -1 | -25 | -1 | -2 | 9 | 3 | 2 | -1 | -0.1
OCCOC1CCCc2oc(-c3ccccc3)c(C#CC3(O)CCCCC3)c21 (configuration not stated) | 0.2 | 8 | -9 | -3 | 8 | -6 | 1 | -113 | -4 | /
COc1cc(C(=O)OCC(=O)N2CC(C)OC(C)C2)cc(OC)c1OC (configuration not stated) | -0.7 | -1 | -4 | 3 | 14 | -1 | -5 | 4 | 3 | -0.3
O=C(Nc1nnc(Cc2ccccc2)s1)c1cccnc1 | -0.5 | -4 | 4 | 4 | 4 | 0 | 1 | 7 | -1 | -1.6
